Source: PubChem (The Scripps Research Institute Molecular Screening Center)
LEDGF integ inh – blocks HIV-1 LEDGF/p75-dependent DNA integration | TR-FRET IN-LEDGF/p75 DNA integration, Eu/Cy5 | inhibition, % at 3.7 µM | 370,000 compounds, 0.64% hits | AID 743269;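 active = inhibition above the screen-wide mean plus 3 SD, cut at about 13% in these data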;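 also: signal is the Cy5 over europium emission ratio at 671 and 618 nm; 0% = plate median of compound wells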
PLC-gamma1 inh – inhibitors of human phospholipase C gamma1 | P19174 | purified PLC-gamma1, fluorogenic substrate, fluorescence | inhibition, % at 12.2 µM | 370,000 compounds, 0.84% hits | AID 720700; in the data active = inhibition above about 9.5%
DDE Tn7 FP inh – DD(E)-Tn7 binding inhibition, primary FP screen. P02675. FP displacement of FITC-Tn7 peptide from fibrin DD(E); 0% = median of compound wells per plate. inhibition, % at 8.3 µM. 370,000 compounds, 0.13% hits;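 active = inhibition above the mean of compounds falling within the control limits plus 3 SD of them, cut at about 14% in these data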;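 also: 0% = plate median of compound wells and 100% = 10 µM Aha-Tn7 peptide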
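Assay system: Human clot-derived fibrin DD(E) complex | Buffer or medium: Tris/NaCl/CaCl2 buffer, pH 7.8 | Repeats: One replicate per compound | Benchmarks: Aha-Tn7 high control | Measure: % inhibition scaled between sample-field median and high-control FP | Schedule: 10 min plus 3 h, room temperature | Signal: Fluorescence polarization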
TDP2 inh – blocks human TDP2 phosphodiesterase activity. O95551. recombinant TDP2, T5PNP hydrolysis, p-nitrophenol absorbance 415 nm. inhibition, % at 12.8 µM. 370,000 compounds, 0.34% hits;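 active = inhibition above the mean of all tested compounds plus 3 SD, set per campaign, cut at about 25% in these data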;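 also: 0% = DMSO with enzyme and 100% = buffer with substrate but no TDP2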
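System: recombinant human TDP2 / Amount: 120 nM TDP2 per well / Also added: 5 mM T5PNP chromogenic substrate / Doses: 12.8 µM single point, 1% DMSO / Incubation: 2 h at 37 °C / Detection: p-Nitrophenol epi absorbance / Evaluation: % inhibition relative to enzyme-containing and enzyme-free wells / Repeats: singlicate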
ADAM17 inh – ADAM17 inhibition, QFRET primary screen. P78536. recombinant ADAM17, EDANS/DABCYL FRET peptide cleavage. inhibition, % at 6.95 µM. 370,000 compounds, 0.83% hits;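 active = inhibition above the mean of compounds lying between control limits plus 3 SD, set per campaign, cut at about 8.5% in these data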;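 also: 0% = DMSO-only wells as the low control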
Target sequence (P78536 215-824 limits assumed): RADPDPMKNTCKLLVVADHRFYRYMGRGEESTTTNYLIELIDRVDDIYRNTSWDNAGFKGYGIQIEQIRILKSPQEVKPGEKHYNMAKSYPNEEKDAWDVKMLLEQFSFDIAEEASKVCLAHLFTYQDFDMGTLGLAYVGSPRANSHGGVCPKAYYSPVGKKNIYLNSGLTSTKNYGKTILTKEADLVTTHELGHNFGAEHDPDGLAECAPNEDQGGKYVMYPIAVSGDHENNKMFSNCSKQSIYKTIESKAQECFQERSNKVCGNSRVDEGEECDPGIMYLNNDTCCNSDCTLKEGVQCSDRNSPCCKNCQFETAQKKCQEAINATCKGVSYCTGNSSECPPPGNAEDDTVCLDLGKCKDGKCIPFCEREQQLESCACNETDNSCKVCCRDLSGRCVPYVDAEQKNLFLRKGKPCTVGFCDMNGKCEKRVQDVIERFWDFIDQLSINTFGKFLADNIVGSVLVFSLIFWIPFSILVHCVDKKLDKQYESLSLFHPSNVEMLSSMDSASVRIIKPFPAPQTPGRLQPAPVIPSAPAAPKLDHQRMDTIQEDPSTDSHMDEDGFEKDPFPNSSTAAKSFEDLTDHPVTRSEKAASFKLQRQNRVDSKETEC
ASAP1 inh – blocks human ASAP1-stimulated Arf1 GTP hydrolysis; GDP FP detection; inhibition, % at 16.5 µM; 360,000 compounds, 0.19% hits; AID 624377; in the data active = inhibition above about 25%;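 also: 0% = vehicle with enzyme and substrate and 100% = no enzyme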
DDE Tn6 FP inh – inhibitors of Tn6 peptide binding to human fibrin DD(E) | P02675 | inhibition, % at 8.3 µM | Fibrin DD(E) TRITC-Tn6 fluorescence polarization displacement | 370,000 compounds, 0.21% hits | AID 720509;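 active = inhibition above a per-campaign cutoff: mean of compounds within control limits plus 3 SD, cut at about 15% in these data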;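 also: 0% = median of all compound wells on the plate and 100% = blocking peptide control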
ADAM10 inh – ADAM10 inhibition, QFRET primary screen; O14672; recombinant ADAM10, EDANS/DABCYL FRET peptide cleavage, 3 h; inhibition, % at 7 µM; 370,000 compounds, 0.62% hits;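 active = inhibition above a per-campaign cutoff equal to the mean of compounds falling between control-based bounds plus 3 SD, cut at about 20% in these data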;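 also: 0% = DMSO wells while the 100% control is not disclosed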
Target sequence (O14672 214-748 limits assumed): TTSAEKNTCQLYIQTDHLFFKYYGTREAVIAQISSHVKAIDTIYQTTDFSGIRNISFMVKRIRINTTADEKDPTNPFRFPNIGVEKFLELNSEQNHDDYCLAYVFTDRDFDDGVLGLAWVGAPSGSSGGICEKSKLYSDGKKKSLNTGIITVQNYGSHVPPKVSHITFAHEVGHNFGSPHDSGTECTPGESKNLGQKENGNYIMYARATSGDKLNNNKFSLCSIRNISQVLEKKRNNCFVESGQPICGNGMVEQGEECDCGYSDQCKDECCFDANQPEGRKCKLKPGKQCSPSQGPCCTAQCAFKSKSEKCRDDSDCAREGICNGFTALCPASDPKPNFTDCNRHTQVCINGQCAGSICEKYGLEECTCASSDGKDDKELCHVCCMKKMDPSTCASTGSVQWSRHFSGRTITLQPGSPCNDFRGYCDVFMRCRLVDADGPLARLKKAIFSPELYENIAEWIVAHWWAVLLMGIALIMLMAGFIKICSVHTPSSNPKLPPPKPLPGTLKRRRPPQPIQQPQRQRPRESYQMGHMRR
proKLK7 act – proKLK7 (human) activation, primary screen | 370,000 compounds, 0.9% hits | P49862 | AID 652039 | purified proKLK7, EDANS-DABCYL substrate fluorescence; 100% is mature enzyme control, 0% vehicle | activation, % at 7 µM;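 active = activation above the mean of all tested compounds plus 3 SD, computed per campaign excluding outliers beyond control limits, cut at about 13% in these data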
ARFGAP1 inh – inhibits rat ARF GTPase activating protein 1; Q62848; inhibition, % at 16.5 µM; 360,000 compounds, 0.26% hits; Arfgap1-stimulated ARF1 GTP hydrolysis, GDP FP detection; AID 651572;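 active = inhibition above a per-plate limit, mean inhibition of low control wells plus 3 SD, cut at about 25% in these data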;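 also: 0% = DMSO wells with enzyme and 100% = wells lacking Arfgap1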
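system = rat Arfgap1 catalytic domain, aa 1-136 | technique = FP, GDP Alexa 633 tracer displaced from anti-GDP antibody, 620/688 nm | compound = one concentration, 16.5 µM, DMSO 1.26% | medium = HEPES-based buffer, pH 7.5 | timing = compound-enzyme preincubation 20 min, reaction 120 min, detection 60 min, 25 °C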
* hit, by the source's call; i = inactive; / = no result given.

SMILES	LEDGF integ inh	PLC-gamma1 inh	DDE Tn7 FP inh	TDP2 inh	ADAM17 inh	ASAP1 inh	DDE Tn6 FP inh	ADAM10 inh	proKLK7 act	ARFGAP1 inh
Cc1onc(C(=O)N2CCN(Cc3ccccc3)CC2)c1[N+](=O)[O-]	1	0	3	-3	-3	3	2	-13	-0.2	-6
Cc1c(Cl)cccc1NC(=S)NC1CCN(C(C)C)CC1	-2	2	0	1	-3	13	4	-6	0.2	-2
COC(=O)c1ccc(NC(=O)c2ccc3c(c2)C(=O)N(Cc2cccnc2)C3=O)cc1	2	-2	-2	-10	1	-3	-6	2	0.3	10
COc1ccccc1C(=Cc1ccc([N+](=O)[O-])cc1)C(=O)O	-3	-1	0	-5	3	-1	-3	0	0.1	7
O=c1c2sccc2[nH]c(=S)n1-c1ccccc1	-3	1	-4	5	-4	2	-1	-5	0.2	-8
CCC(=O)Nc1ccc(Cl)c(-c2nc3ncccc3o2)c1	0	-4	-4	-1	-9	14	-7	-21	1.1	-20
OC(CNC1CCCC1)COc1ccccc1Br (configuration not stated)	6	6	0	-10	4	-4	-7	10	-0.7	2
O=C(Nc1cccc(Cl)c1)N1CCN(Cc2ccccc2)CC1	0	-4	0	4	-3	-1	3	-9	-0.6	-2
CC1CCCC(C)N1C(=O)CSCc1ccc(Cl)cc1 (configuration not stated)	1	-1	-4	7	-4	6	-5	-2	-0.2	9
Cc1cc(N=Nc2ccccc2)c(NCC(O)C(O)C(O)CO)cc1C (configuration not stated)	-2	2	2	7	1	12	-2	1	0.6	5
CC(=O)N1CCN(S(=O)(=O)c2cccc(C(=O)NC3CCCc4ccccc43)c2)CC1 (configuration not stated)	-1	9	-8	-7	7	-4	-9	9	1.2	-1
COc1ccc(-c2ccc(CCC(=O)O)n2Cc2ccco2)cc1	2	-47	-1	7	-28	-3	-7	-95	0.2	-6
COc1cccc(Oc2c(C)oc3c(CN4CCCCC4)c(O)ccc3c2=O)c1	2	i	4	-9	i	-5	5	i	61*	-11
CCN1C(=O)CCCc2ccccc21	-3	0	2	0	-4	7	4	-3	-0.3	17
CCCNS(=O)(=O)c1cccc2cccnc12	4	1	1	-14	-2	9	-2	7	-0.1	-15
O=[N+]([O-])c1cccc(-c2ccc(CN3CCCCC3)o2)c1	1	4	-2	5	-3	1	-3	-1	-0.2	13
CSc1ccc(-c2nc(CSCC(=O)NC3CC3)c(C)o2)cc1	1	-8	5	12	-9	3	5	-25	-0.2	4
C/C(=N/NC(=O)CNS(=O)(=O)c1ccc(C)cc1)c1cccc([N+](=O)[O-])c1	-4	-4	1	0	-8	3	1	-11	0.2	3
COC(=O)[C@@]12CCCCN1[C@H](c1ccc(SC3CCCCC3)cc1)[C@@H]1C(=O)N(C)C(=O)[C@@H]12	3	6	-13	-1	0	4	4	4	-0.7	-5
COC(=O)C1(C(=O)OC)C(C(=O)c2ccccc2)C1c1ccccc1 (configuration not stated)	0	2	10	6	-2	-17	-2	-15	0.0	0
Cc1ccc2[nH]c3c(N4CCc5ccccc5C4)ncnc3c2c1	3	-34	0	6	-24	17	-10	-73	-1.4	22
Cc1oc2nc(SCC(=O)NCc3cccnc3)nc(N)c2c1C	-3	1	6	2	-2	-3	8	-2	0.3	0
CCOC(=O)COc1ccc(N)cc1CC(NC(C)=O)(C(=O)OCC)C(=O)OCC	-5	-7	-3	-5	-2	-11	2	6	0.3	-2
O=C(NCCCOC(=O)c1ccccc1)c1ccccc1	-1	-2	0	5	-1	-4	-5	-4	-0.2	-4
Cc1c(Br)c([N+](=O)[O-])nn1CC(=O)c1ccccc1	-4	0	5	13	-4	-1	-4	2	-0.2	-9
(listing goes on)
SMILES	LEDGF integ inh	PLC-gamma1 inh	DDE Tn7 FP inh	TDP2 inh	ADAM17 inh	ASAP1 inh	DDE Tn6 FP inh	ADAM10 inh	proKLK7 act	ARFGAP1 inh
CCCOc1cccc(C2/C(=C(\O)c3ccc4c(c3)OCCO4)C(=O)C(=O)N2CCCn2ccnc2)c1 (configuration not stated)	2	3	-9	-4	0	-4	3	2	-0.2	3
Cc1ccc(NC(=O)c2cc(N3C(=O)CCC3=O)ccc2N2CCOCC2)cc1	0	3	1	5	-1	-11	9	1	0.1	7
Cc1ccccc1SCC(=O)OCC(=O)NCCNC(=O)COC(=O)CSc1ccccc1C	3	0	2	0	1	-3	3	4	0.3	4
COc1ccc(-n2ccnc(SCC(=O)NCc3ccccc3Cl)c2=O)cc1	0	-25	2	13	-6	-8	1	-27	1.5	15
O=C(Nc1c(-c2cccs2)nc2ccccn12)c1ccccc1F	3	3	-4	-14	2	1	-7	7	0.3	-10
COc1cc(C(=O)N/N=C/c2ccc(OC(=O)c3ccccc3)c(OC)c2)ccc1O	2	4	1	-8	4	8	-11	19	0.5	11
COC(=O)c1sc(-c2ccc(C(C)(C)C)cc2)cc1NC(=O)CCC(=O)O	-1	-5	-8	3	-36	-7	6	-65	0.2	-16
CC(C)(C)C(=O)Cn1ncc(N2CCCC2)c(Br)c1=O	-1	1	-2	-1	-2	1	-2	6	1.1	-7
COc1ccc(OC(F)(F)F)cc1CC1(C)C(=O)Nc2cccc(Cl)c21 (configuration not stated)	4	0	0	-3	1	-3	-13	15	0.0	4
COc1ccc(OC)c(NC(=O)CCN2CCCCCC2)c1	0	0	-2	13	2	11	3	2	0.4	8
CCCCCCCCCOC(=O)C(CC(=O)O)N1CCOCC1 (configuration not stated)	1	0	2	0	-3	-7	3	7	-0.7	-3
CCOC(=O)C1(C)CCN1C(=O)c1ccc2c(c1)CCO2 (configuration not stated)	3	4	-11	-3	1	11	-3	-7	-0.9	5
Cc1ccc(OCCOc2c(Cl)cc(Cl)cc2Cl)c([N+](=O)[O-])n1	0	0	-1	5	3	/	-4	6	/	/
COC(=O)C1=C(C)N(Cc2ccc(C(F)(F)F)cc2)C(=NCc2ccc(C(F)(F)F)cc2)NC1c1ccc(F)cc1 (configuration not stated)	0	5	-1	-1	4	5	11	14	0.1	4
COc1ccc(S(=O)(=O)N2CCC(C(=O)N[C@H](C(=O)NCc3ccco3)C(C)C)CC2)cc1	2	0	-2	-1	-3	-2	0	-2	0.3	9
COc1ccc(CNC(=O)COC(=O)CCS(=O)(=O)c2ccc(C)cc2)cc1OC	-2	0	2	7	-4	4	7	-6	-0.2	-3
CCOc1ccccc1NC(=O)C(NCC1(N2CCCCC2)CCCCC1)c1ccccc1 (configuration not stated)	-8	1	-5	-2	-2	-3	3	-14	0.0	9
Cc1ccccc1C(=O)NC1CCS(=O)(=O)C1 (configuration not stated)	4	3	0	-3	-2	7	1	-6	-0.2	3
CCN(CC(=O)Nc1sc2c(c1C#N)CCC(C)C2)CC(=O)NC1CCS(=O)(=O)C1 (configuration not stated)	1	1	6	13	-3	-4	2	7	-0.3	7
CCCCn1c(N)c(N(CCOC)C(=O)c2ccc3c(c2)C(=O)N(c2ccccc2Cl)C3=O)c(=O)[nH]c1=O	4	3	-8	-4	3	15	9	-1	0.4	2
C=CCN1C(=O)[C@@H](CC(=O)N2CCSCC2)[C@]2(C(=O)OC)CCCCC=C12	-1	0	4	-4	2	/	-4	-12	0.0	/
CC1CN(CC(O)COC(c2ccccc2)c2ccccc2)CC(C)O1 (configuration not stated)	4	3	0	-2	5	8	2	-4	0.0	23
COc1ccc(OCC(=O)N(C)Cc2ccccc2)cc1	-1	-2	1	1	-2	12	6	1	0.5	13
CCOC(=O)CNc1c(-c2ccc(OC)cc2)nc2ccc(Cl)cn12	1	-426	1	7	-25	3	1	-86	6.7	-7
NCCCCCC(=O)N/N=C/c1ccc2nccnc2c1	0	-7	3	6	-5	-14	-5	-4	1.4	14
The list continues:
SMILES	LEDGF integ inh	PLC-gamma1 inh	DDE Tn7 FP inh	TDP2 inh	ADAM17 inh	ASAP1 inh	DDE Tn6 FP inh	ADAM10 inh	proKLK7 act	ARFGAP1 inh
COc1ccc(CCN2C(=O)CC(Cc3ccccc3)C2=O)cc1OC (configuration not stated)	-1	1	-3	3	-5	-6	-3	-4	0.1	9
CC(C)(C)C1CCc2c(sc3nc(SCC(N)=O)nc(N)c23)C1 (configuration not stated)	3	-3	0	-1	-7	4	-7	-16	-0.2	-4
CCN(CC)S(=O)(=O)c1ccc(S(=O)(=O)N(CC(=O)Nc2ccccc2)Cc2ccco2)cc1	-2	-1	-1	1	-1	10	0	-10	0.1	-5
COCCNC(=O)[C@H](CSCc1ccccc1)N1Cc2ccccc2C1=O	1	-2	6	13	-1	7	-4	7	0.4	-4
O=C(NC(=S)N1CCN(c2ccc(C(F)(F)F)cc2[N+](=O)[O-])CC1)c1cccs1	3	3	-6	-14	6	0	-8	0	-1.0	9
COC(=O)c1c(C(=O)OC)c(-c2ccc(OC)cc2)n2c1CS(=O)C2 (configuration not stated)	-1	-2	-1	3	4	2	-7	3	0.6	5
c1ccc(-c2ccc3c(c2)c2c4n3CCN=C4CCC2)cc1	-3	i	-8	-5	-6	8	3	-23	0.5	4
COC(=O)[C@]12C[C@H](CC(=O)N3CCC(c4ccccc4)CC3)C(=O)N(CCc3ccc(OC)c(OC)c3)C1=C[C@H](C(C)C)O[C@@H]2C1CC1	-2	1	-3	6	2	/	0	8	0.8	/
CCNc1c(NS(=O)(=O)c2ccc(Cl)s2)c(=O)oc2ccccc12	-2	-2	-1	4	0	-8	5	-3	-1.0	-5
COc1ccccc1N1CCN(C(=O)CSc2nnc(NC(=O)C(C)C)s2)CC1	0	1	5	-7	1	11	1	11	0.3	1
COCCN(C(=O)COC(=O)CCSc1ccc(F)cc1)c1c(N)n(Cc2ccccc2)c(=O)[nH]c1=O	-5	-3	5	-3	-7	-12	-8	-4	-0.2	11
CCn1c(NCCCO)nc2c(c1=O)C(C)(CC)Cc1ccccc1-2 (configuration not stated)	4	i	-9	-12	i	-2	-4	i	8.5	4
CC(NC(=O)c1ccc(NC(=O)CC2SC(N3CCCC3)=NC2=O)cc1)c1ccc(F)cc1 (configuration not stated)	0	1	-12	-2	0	1	-4	-6	0.8	17

Rewritten with values ahead of the structure: entries from further up
LEDGF integ inh	PLC-gamma1 inh	DDE Tn7 FP inh	TDP2 inh	ADAM17 inh	ASAP1 inh	DDE Tn6 FP inh	ADAM10 inh	proKLK7 act	ARFGAP1 inh	molecule
0	1	-12	-2	0	1	-4	-6	0.8	17	CC(NC(=O)c1ccc(NC(=O)CC2SC(N3CCCC3)=NC2=O)cc1)c1ccc(F)cc1 (configuration not stated)
-3	i	-8	-5	-6	8	3	-23	0.5	4	c1ccc(-c2ccc3c(c2)c2c4n3CCN=C4CCC2)cc1
-1	1	-3	3	-5	-6	-3	-4	0.1	9	COc1ccc(CCN2C(=O)CC(Cc3ccccc3)C2=O)cc1OC (configuration not stated)
